Bioassay records as filed in PubChem.
HSF1 inhib: HSF1 inhibitors in luciferase reporter cells, primary screen, cell-based, NIH3T3, luminescence. NIH3T3-HGL HSE-luciferase, MG132-induced, luminescence 8 h; active compounds read low. activity change, negative = inhibition, % at 7.5 µM (by protocol). 300,000 compounds, 0.77% hits. AID 2098, 2009;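 active = more than half of replicate wells show activity change below -50%, luminescence cut by over half; inconclusive = some wells, but at most half, below -50%; inactive = no replicate well below -50%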;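 also: luciferase reports HSF-1 transcriptional activity via heat shock element; 0% = median of DMSO wells and -100% = zero luminescence signal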
KLF5 inh: KLF5 expression inhibitors, primary screen, DLD-1 cells, luminescence; DLD-1 KLF5 promoter-luciferase reporter; inhibition, % at 5 µM; 290,000 compounds, 0.23% hits;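 active = inhibition above a per-plate limit of that plate's mean compound inhibition plus 3 SD, cut at about 60% in these data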;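 also: 0% = DMSO wells and 100% = LY294002 at 200 µM; higher means less KLF5 promoter-driven luciferase light; inactives centre near -14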
IEC-6 cytotox: cytotoxicity in IEC-6 intestinal epithelial cells, primary screen, cytotoxicity control for KLF5 inhibitor project, cell-based, luminescence; IEC-6 cytotoxicity, luminescence viability; inhibition, % at 5 µM; 290,000 compounds, 0.78% hits; in the data active = inhibition above about 22%;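 also: 0% = plate median of test compound wells and 100% = cytotoxic reference compound wells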
HSP90 inh: HSP90 inhibitors, primary screen, cell lysate, luminescence. 290,000 compounds, 0.91% hits. inhibition, % at 5.6 µM. Rabbit reticulocyte lysate, luciferase refolding luminescence, 3 h;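 active = inhibition above the screen-wide mean plus 3 SD, computed separately per campaign, cut at about 16% in these data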;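 also: 0% = DMSO wells and 100% = 60 µM geldanamycin wells; inhibitors lower the luminescence because luciferase stays unfolded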
HDAC3 inh: HDAC3 deacetylase inhibitors, primary screen, biochemical, fluorescence, cell-free homogeneous | Histone deacetylase 3 (Homo sapiens), O15379 | 320,000 compounds, 0.15% hits | inhibition, % at 8.3 µM | recombinant HDAC3, fluorogenic peptide/trypsin coupled | AID 2718, 2010; in the data active = inhibition above about 26%, passing the limit was not always enough; inconclusive = no clear call, values can overlap the other calls
Target sequence (O15379 whole entry, looked up): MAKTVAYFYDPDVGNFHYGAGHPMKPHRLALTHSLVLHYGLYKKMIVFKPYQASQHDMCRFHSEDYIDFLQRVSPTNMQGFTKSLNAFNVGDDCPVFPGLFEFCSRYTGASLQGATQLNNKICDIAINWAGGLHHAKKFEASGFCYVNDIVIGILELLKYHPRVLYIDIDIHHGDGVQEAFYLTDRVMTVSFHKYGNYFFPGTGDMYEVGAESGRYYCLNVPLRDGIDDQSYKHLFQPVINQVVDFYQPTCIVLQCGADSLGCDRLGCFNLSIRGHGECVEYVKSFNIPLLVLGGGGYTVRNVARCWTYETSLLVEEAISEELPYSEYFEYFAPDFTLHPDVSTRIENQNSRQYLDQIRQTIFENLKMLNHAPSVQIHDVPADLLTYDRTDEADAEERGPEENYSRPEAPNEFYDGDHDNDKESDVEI
aSyn 5UTR inh: MLPCN primary screen, SNCA 5' untranslated region. alpha-synuclein 5'UTR reporter, inhibitor activity. inhibition, % (tested at 7.5 µM). 300,000 compounds, 0.82% hits. AID 1813, 2009; in the data active = inhibition above about 60%; inconclusive = no clear call, values can overlap the other calls;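 also: H4 neuroglioblastoma cells stably carrying SNCA 5'UTR luciferase fusion; 0% = DMSO wells and 100% = positive control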
Platelet DG rel: inhibitors of platelet dense granule secretion, primary screen, cell-based, MLPCN, human platelets; human platelet-rich plasma, SFLLRN dense granule ATP release, luminescence; inhibition, %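 (compounds screened at 7.5 µM in platelet-rich plasma)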; 300,000 compounds, 0.22% hits; AID 1663, 2009;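 active = mean replicate score, as percent of positive control, at or above 50; inconclusive = mean below 50 but at least one replicate at or above 50; inactive = mean and every replicate below 50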
AI-2 QS modul: Vibrio harveyi AI-2 quorum sensing modulators, primary screen, JMH597 strain, luminescence/OD600 ratio | Vibrio harveyi JMH597 AI-2 luminescence/OD600 ratio, 9 h; active compounds read low; strain lacks LuxN and CqsS sensors; 0 = neutral-control median | activity change, % at 7.5 µM | AID 2094, 2009 | 300,000 compounds, 0.4% hits; in the data active = activity change below about -75%, passing the limit was not always enough; inconclusive = no clear call, values can overlap the other calls;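 also: luminescence divided by OD600 gain over 9 h not by final OD600 alone; inactives centre near 13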
HSF1 activator: HSF-1 activators, primary screen, NIH3T3-HGL cells, MG132 stress, luminescence, single point. activation, % at 9 µM. 300,000 compounds, 1.7% hits. NIH3T3-HGL HSF-1 luciferase reporter, 8 h; 100% = twice DMSO control signal. AID 504408, 2011;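 active = mean replicate activation of at least 50% with a set share of replicates each reaching 50%; inconclusive = only one of those two conditions met; inactive = mean below 50% and too few replicates reaching it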;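 also: 0% = median of the neutral control wells and 100% = twice that signal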
HIF activator: HIF pathway transcriptional activators, primary screen, cell-based, U2OS HRE-luciferase, luminescence. U2OS HRE-luciferase reporter; normalized: DMSO 0%, desferrioxamine 100%. activation, % at 7.5 µM (by protocol). 300,000 compounds, 0.32% hits. AID 1910, 2009;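 active = mean activation of at least 10% of the iron chelator positive control signal, with at least half of replicates also reaching 10%; inconclusive = mean and replicate majority disagree about reaching 10%; inactive = mean and most replicates under 10%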
* = called active by the depositor; ? = inconclusive; nt = no result given. The order is random; overall some 5% were active at least once.

1: O=C(Nc1ccccc1N1CCCCC1)c1cccc([N+](=O)[O-])c1
2: CCc1cccc(N(CC(=O)NCc2ccc(F)cc2)C(=O)c2csnn2)c1
3: CCOC(=O)c1nn(-c2sc(C(=O)OC)c(C)c2C(=O)OC)cc1O
4: CC(=C\c1ccccc1)/C=C1/SC(=S)N(CCC(=O)O)C1=O
5: COC(=O)c1ccccc1NC(=O)CSc1ccccn1
6: O=C(CCN1C(=O)c2ccccc2C1=O)Nc1ccc(-c2nc3ccccc3o2)cc1
7: COC(=O)CN(C#N)c1nc(C)cc(C)n1
8: CCOc1ccc(/C=N/NC(=O)CN2CCSCC2)cc1

assay / compound	1	2	3	4	5	6	7	8
HSF1 inhib	7	5	7	0	4	10	0	-3
KLF5 inh	-3	-14	-33	-10	3	-38	-18	-4
IEC-6 cytotox	1	0	7	-2	-2	2	0	-13
HSP90 inh	1	-1	-2	5	-4	0	-6	0
HDAC3 inh	4	-1	1	3	2	-2	-2	8
aSyn 5UTR inh	-14	0	7	44	3	-29	3	9
Platelet DG rel	0	-2	-32	-4	nt	3	2	14
AI-2 QS modul	2	-14	13	41	11	12	11	23
HSF1 activator	-7	-9	11	18	25	0	9	-7
HIF activator	0.1	-0.4	0.1	-16	0.5	0.4	-0.3	0.0

Full records, looked up by structure.
`O=C(Nc1ccccc1N1CCCCC1)c1cccc([N+](=O)[O-])c1` as listed: HSF1 inhib: 7; KLF5 inh: -3; IEC-6 cytotox: 1; HSP90 inh: 1; HDAC3 inh: 4; aSyn 5UTR inh: -14; Platelet DG rel: 0; AI-2 QS modul: 2; HSF1 activator: -7; HIF activator: 0.1
`COC(=O)CN(C#N)c1nc(C)cc(C)n1` as listed: HSF1 inhib: 0; KLF5 inh: -18; IEC-6 cytotox: 0; HSP90 inh: -6; HDAC3 inh: -2; aSyn 5UTR inh: 3; Platelet DG rel: 2; AI-2 QS modul: 11; HSF1 activator: 9; HIF activator: -0.3

Remaining list, next part
9: O=C(c1ccccc1NS(=O)(=O)c1ccccc1[N+](=O)[O-])N1CCCC1
10: O=Cc1cn(-c2ccccc2)nc1-c1ccccc1
11: Cc1ccc(N2CC(C(=O)Nc3ccccn3)CC2=O)cc1 (stereo not drawn)
12: CN(C(=O)c1cncc(Br)c1)c1c(N)n(Cc2ccccc2)c(=O)[nH]c1=O
13: Cc1cc(C(=O)NC2CC(C)(C)Cc3c2cnn3-c2cccc(F)c2)n(C)n1 (stereo not drawn)
14: CN1c2ccccc2C(=O)/C(=C\Nc2ccc(F)cc2F)S1(=O)=O
15: Cc1cc(C(=O)NC2CCCCC2)on1
16: Cc1ccccc1-n1c(SCC(=O)c2cc(C)n(C)c2C)nnc1-c1cccnc1

assay / compound	9	10	11	12	13	14	15	16
HSF1 inhib	-8	10	-2	-2	-7	2	-3	-3
KLF5 inh	0	-89	-18	nt	-18	2	-14	1
IEC-6 cytotox	-2	2	-2	nt	19	10	0	0
HSP90 inh	0	-4	-1	nt	3	11	-6	2
HDAC3 inh	1	-2	-4	-4	7	2	1	7
aSyn 5UTR inh	5	0	5	-3	0	15	-14	-23
Platelet DG rel	-10	5	4	-2	-1	11	9	-2
AI-2 QS modul	1	1	40	8	1	13	30	19
HSF1 activator	-23	8	0	11	-12	-5	6	-2
HIF activator	-0.6	0.0	-30	-0.2	0.5	-0.1	0.0	0.0

17: Cc1cc(-c2ccco2)c(C#N)c2nc3ccccc3n12
18: Cc1csc(NC(=O)c2c(-c3c(Cl)cccc3Cl)noc2C)n1
19: COc1ccc(CCNC(=O)C2CCCN(Cc3nc(-c4ccccc4C)oc3C)C2)cc1OC (stereo not drawn)
20: COC(=O)c1ccc(Oc2nc(N(C)C)nc(N3CCOCC3)n2)cc1
21: O=C(Cc1ccccc1)N/N=C/c1ccccc1Cl
22: O=C1N(CN2CCOCC2)c2ccccc2C12OCC(CCl)O2 (stereo not drawn)
23: COc1cccc(CNC(=O)c2c(C)nn(-c3ccccc3)c2C)c1
24: O=C(CCCCl)Nc1c2c(nn1-c1ccccc1)CSC2

assay / compound	17	18	19	20	21	22	23	24
HSF1 inhib	27	-2	29	-7	-1	-10	4	2
KLF5 inh	-21	-16	-17	2	-14	-33	-40	-51
IEC-6 cytotox	-6	2	12	1	1	-3	-3	4
HSP90 inh	2	4	6	-2	1	1	-1	-3
HDAC3 inh	-24	1	1	7	6	-2	0	1
aSyn 5UTR inh	-100	22	21	-1	13	-5	22	14
Platelet DG rel	2	23	2	-5	-5	-10	3	-5
AI-2 QS modul	20	16	22	6	5	20	13	15
HSF1 activator	47	5	72*	1	-2	-12	29	2
HIF activator	1.4	-1.0	-1.4	-2.0	-0.2	-21	0.1	0.4

A draw from above in order of formula weight, falling.
19: COc1ccc(CCNC(=O)C2CCCN(Cc3nc(-c4ccccc4C)oc3C)C2)cc1OC (stereo not drawn)
8: CCOc1ccc(/C=N/NC(=O)CN2CCSCC2)cc1
5: COC(=O)c1ccccc1NC(=O)CSc1ccccn1

assay / compound	19	8	5
HSF1 inhib	29	-3	4
KLF5 inh	-17	-4	3
IEC-6 cytotox	12	-13	-2
HSP90 inh	6	0	-4
HDAC3 inh	1	8	2
aSyn 5UTR inh	21	9	3
Platelet DG rel	2	14	nt
AI-2 QS modul	22	23	11
HSF1 activator	72*	-7	25
HIF activator	-1.4	0.0	0.5

The list continues.
25: N#Cc1ccccc1OCC(=O)OCC(=O)c1ccc2c(c1)NC(=O)CO2
26: COc1ccccc1N1CCN(C(=O)c2ccccc2NC(=O)C2CCCCC2C(=O)O)CC1 (stereo not drawn)
27: CC(Oc1ccc(Cl)cc1Cl)c1ccn[nH]1 (stereo not drawn)
28: COc1cc(C(=O)Nc2ccccc2SCc2cc(=O)n3nc(C)sc3n2)cc(OC)c1OC
29: Cc1cc2cc(CNC(=S)NCc3ccccc3)ccc2n1C
30: CCC(=O)N1CCN(c2cc(N3CCCC3)c(F)cc2[N+](=O)[O-])CC1
31: CCCCCSc1nnc(N)s1
32: CC(C)CCN(CC(=O)NCc1ccc(F)cc1)S(=O)(=O)c1ccccc1F

assay / compound	25	26	27	28	29	30	31	32
HSF1 inhib	-6	7	9	0	-12	2	2	6
KLF5 inh	8	-22	0	-9	-14	nt	-17	-29
IEC-6 cytotox	-6	-3	6	2	2	nt	-7	3
HSP90 inh	0	0	-5	-4	1	nt	-6	4
HDAC3 inh	0	-3	5	5	-9	4	-2	6
aSyn 5UTR inh	3	-3	5	0	-4	-4	-8	-2
Platelet DG rel	14	0	-5	6	3	4	-8	1
AI-2 QS modul	7	19	-2	1	3	2	11	12
HSF1 activator	-23	-9	20	8	-10	9	37	1
HIF activator	1.6	-0.2	-0.4	-0.8	0.4	-0.4	0.1	-1.2

33: CCN(CC)C(=S)SCC(=O)c1ccccc1
34: O=C(O)C1C2C=CC(CC2)C1C(=O)O (stereo not drawn)
35: COc1ccc(C2CC(=O)N(C)c3ccccc3S2)cc1OC (stereo not drawn)
36: CC(=O)Oc1ccc(C(=O)NCCc2ccccc2)cc1
37: COc1cccc(-n2ccnc2SCC(=O)Nc2ccccc2F)c1
38: CCN1C(=O)C2(C(C#N)=C(N)Oc3cc(C)oc(=O)c32)c2ccccc21 (stereo not drawn)
39: CCOc1ccc(/C=C2\SC(=S)N(CCC(=O)Nc3ccc(C(=O)O)cc3)C2=O)cc1
40: COc1ccc(CN2C(=O)CNC2=S)cc1

assay / compound	33	34	35	36	37	38	39	40
HSF1 inhib	19	-5	9	24	?	-10	4	-1
KLF5 inh	-122	-20	2	-134	9	9	0	-17
IEC-6 cytotox	1	-1	12	5	-8	0	-5	-2
HSP90 inh	-3	2	5	16	-3	4	0	3
HDAC3 inh	3	6	-4	-2	1	-2	0	-1
aSyn 5UTR inh	-165	0	-87	-1	-6	-4	27	-15
Platelet DG rel	4	0	-6	4	18	-1	5	3
AI-2 QS modul	16	11	20	6	3	22	-2	7
HSF1 activator	45	-11	27	30	-61	-10	11	-5
HIF activator	1.8	-0.5	2.3	-0.1	0.4	0.1	2.1	1.3

41: O=C(CCC(=O)OCC(=O)c1cccc([N+](=O)[O-])c1)Nc1cccc(Cl)c1Cl
42: Cc1ccc(-n2c(Cc3cccn3C)nnc2SCC(=O)NCc2ccco2)cc1
43: Nc1nn(-c2cccc(F)n2)cc1-c1ccccc1
44: Cc1ccc(NC(=O)c2cccs2)cc1[N+](=O)[O-]
45: C=CC(O)Cc1c(C)n[nH]c1C (stereo not drawn)
46: Cc1ccc(S(=O)(=O)CCC(=O)Nc2cc(Cl)ccc2-n2cncn2)cc1
47: CC1(C)CC(=O)CC(C)(C)N1OC(=O)c1ccncc1
48: Nc1nc(SCC(=O)Nc2ccccc2Oc2ccccc2)n[nH]1

assay / compound	41	42	43	44	45	46	47	48
HSF1 inhib	2	-3	39	23	-2	-1	-1	-1
KLF5 inh	-3	-27	-62	-56	6	nt	-2	-5
IEC-6 cytotox	0	-2	13	0	3	nt	4	4
HSP90 inh	0	-3	7	-1	4	nt	1	-3
HDAC3 inh	-5	-2	nt	2	-8	-3	-2	-1
aSyn 5UTR inh	-3	3	-113	-94	-6	5	1	18
Platelet DG rel	6	-2	2	-32	-1	4	3	-1
AI-2 QS modul	22	20	5	19	10	57	26	4
HSF1 activator	0	3	62*	?	5	1	-7	28
HIF activator	0.5	-0.1	1.6	-45	0.0	0.4	-0.2	-0.1

49: COCCNC(=O)c1onc(CSc2ccccn2)c1C(=O)NCCOC
50: N#Cc1c2c(c(Nc3ccc(O)cc3)n3c1nc1ccccc13)CCC2
51: COC(=O)CCC/C=C1/SCC(NC(=O)c2ccccc2)C1=O (stereo not drawn)
52: C=CCS/C(=N\n1cnc2ccccc2c1=O)N(CC)CC
53: COc1cccc(S(=O)(=O)c2nc(C)c3c(n2)CCC3)c1
54: CCOC(=O)c1cccc(NC(=O)CCNS(=O)(=O)c2ccc3c(c2)CCN3C(=O)CC)c1
55: COc1ccccc1S(=O)(=O)c1ccccc1[N+](=O)[O-]
56: Cc1ccc(NC(=S)NCc2ccc(S(N)(=O)=O)cc2)cc1Cl
57: Cc1cc2ccccc2nc1Br

assay / compound	49	50	51	52	53	54	55	56	57
HSF1 inhib	-10	30	0	4	-2	?	6	-1	-8
KLF5 inh	nt	-14	-52	-13	-20	-10	-6	7	-32
IEC-6 cytotox	nt	2	-4	3	4	2	0	5	4
HSP90 inh	nt	8	4	-3	5	2	5	0	0
HDAC3 inh	5	4	8	-5	-2	0	10	4	-6
aSyn 5UTR inh	5	16	-5	4	3	7	-18	3	-10
Platelet DG rel	-1	8	4	6	-4	0	2	4	21
AI-2 QS modul	18	3	11	23	-22	16	16	38	19
HSF1 activator	-6	66*	-2	2	0	-33	-8	3	-10
HIF activator	1.3	-0.3	0.1	0.5	-0.1	0.0	-0.8	0.5	-0.4
